RSV CPE inhibition: RSV antiviral activity via CPE protection, HEp-2 cells, primary 10 µM value included (AID 2391). HEp-2 cells, RSV-induced CPE inhibition; higher % means a stronger effect. CPE inhibition, % at 10 µM; hits with a dose series show IC50 in µM. 0.13% of 310,000 active; in the data active means a potency from the dose series; inconclusive means CPE inhibition mostly from about 23% at the one dose, without a potency; inactive means the rest, 99 in 100 with CPE inhibition below about 21%; further: strong numbers were not always called active
Myeloid diff 2: promotes myeloid progenitor differentiation; ER-HoxA9 myeloid progenitors, lysozyme-GFP differentiation, flow cytometry; calls only at 10 µM; 1% of 360,000 active; AID 624256;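 active means normalized GFP-positive differentiation at or above the plate's own cutoff, the solvent-only control mean plus 3 SD; inconclusive means no clear call, values can overlap the other calls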;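 further: cells exposed to compound for four days before flow analysis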
PhoP inhibition: inhibitors of PhoP regulon expression, primary screen, Salmonella Typhimurium, GFP reporter (AID 1863) | S. Typhimurium PhoP-regulated promoter GFP reporter, 4 h; higher % means a stronger effect | inhibition, % at 50 µM, or IC50 in µM where a hit was titrated | 0.16% of 300,000 active;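 active means inhibition over 29.93%, a cutoff 3 SD above the screen mean, later confirmed by dose response; inconclusive means inhibition over 29.93% but no dose response follow-up; inactive means inhibition at most 29.93% or unconfirmed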;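 further: 0% = low Mg2+ inducing control and 100% = high Mg2+ repressing control; strong numbers were not always called active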
NTR1 agonist: agonists of NTR1, primary screen, imaging, U2OS cells, beta-arrestin-GFP, high content (AID 493036) | P30989 | NTR1-U2OS beta-arrestin-GFP spot imaging, agonist mode | activation, % at 20 µM | 0.17% of 330,000 active;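 active means activation at or above 40% of the spot to cytoplasm intensity ratio, with at least 20 cells analyzed; inconclusive means wells under 20 cells, flagged as cytotoxic or low count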;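 further: 0% = DMSO without peptide and 100% = 100 nM NTR1 peptide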
Target sequence (P30989 whole entry, looked up): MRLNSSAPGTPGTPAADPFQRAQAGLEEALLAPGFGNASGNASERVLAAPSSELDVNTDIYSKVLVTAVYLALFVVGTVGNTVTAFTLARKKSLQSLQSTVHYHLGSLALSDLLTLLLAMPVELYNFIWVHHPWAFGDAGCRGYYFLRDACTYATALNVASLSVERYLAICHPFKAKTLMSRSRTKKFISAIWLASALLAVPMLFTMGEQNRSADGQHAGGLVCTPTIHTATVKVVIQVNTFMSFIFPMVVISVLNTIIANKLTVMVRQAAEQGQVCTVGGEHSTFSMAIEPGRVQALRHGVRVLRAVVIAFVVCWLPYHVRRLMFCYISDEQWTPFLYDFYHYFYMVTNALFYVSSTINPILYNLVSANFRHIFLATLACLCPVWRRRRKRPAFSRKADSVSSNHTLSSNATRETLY
MgcRacGAP inhibition: MgcRacGAP GTPase-activating activity inhibitors, confirmation, biochemical, ADP Hunter fluorescence; MgcRacGAP-stimulated Rac1 GTP hydrolysis, ADP Hunter fluorescence; higher % means a stronger effect; GST-tagged Rac1 F28L mutant substrate; inhibition, % at 30 µM; hits with a dose series show IC50 in µM; 0.6% of 340,000 active;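 active means first-screen hits whose inhibition reached a set limit at any dose in the follow-up dose series; inconclusive means inhibition above the set first-screen limit but never retested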;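 further: fluorescence reports GDP produced by GAP-driven GTP hydrolysis; strong numbers were not always called active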
SV40 large T antigen: SV40 large T antigen inhibitors, biochemical (AID 1903); 0.39% of 310,000 active; one-dose inhibition, % at 20 µM; IC50 in µM for titrated hits; SV40 large T antigen ATPase/helicase inhibition assay; higher % means a stronger effect; in the data active means a potency from the dose series; inconclusive means inhibition mostly from about 32% at the one dose, without a potency; inactive means the rest, 99 in 100 with inhibition below about 32%; further: strong numbers were not always called active
TNAP activation fold: stimulation of alkaline phosphatase TNAP activity – biochemical, luminescent, no phosphate acceptor, uHTS, primary screen (AID 1001). activation fold at 20 µM, or EC50 in µM where a hit was titrated. 0.03% of 200,000 active. purified TNAP, luminescent activation assay, no phosphate acceptor; higher activation fold means a stronger effect; in the data active means activation fold from about 3, or a potency from the dose series; inactive means the rest, 99 in 100 with activation fold below about 1.6; further: many of its hits are not listed in these tables
K1F lysis inhibition: inhibition of K1F phage lysis, E. coli UTI89, bacterial capsule biogenesis inhibitors, alamar blue (AID 488966). E. coli UTI89 K1F phage lysis, alamar blue, 2 h; higher % means a stronger effect. 0.02% of 340,000 active. inhibition, % at 100 µM; hits with a dose series show IC50 in µM;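 active means phage lysis inhibition, versus mean bacterial control, above a set limit; inconclusive means no clear call, values can overlap the other calls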;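 further: capsule biogenesis inhibitors block K1F phage lysis so surviving cells raise fluorescence; higher fluorescence means more inhibition of phage lysis; actives were called in the ten point dose series up to 300 µM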
T cell HTS: T cell immune modulation candidate. calls only at 7 µM. 2C CD8+ T cell-vesicle binding, flow cytometry; hits give low values. AID 2052. 0.068% of 330,000 active;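 active means response, share of CD8 T cells binding vesicles, and their 90th percentile fluorescence all below set limits, cut at about 80% in these data, passing the limit was not always enough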
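Incubation: binding step 1.5 h, 37 °C, antibody labelling 20 min, ice; system: murine 2C transgenic CD8+ T lymphocytes; technique: cytometric PE anti-B7-1 and Alexa647 anti-CD8 signals after 1% paraformaldehyde fixation; also added: QL9-charged Drosophila Ld/ICAM-1/B7-1 vesicles; control set: naked versus QL9-loaded vesicles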
T cell HTS vesicle-bound %: also measured in T cell HTS; calls as there; double positive events, %; measured here: CD8+ vesicle-bound cell fraction;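 binding gate set so that unloaded-vesicle control wells show 10% double positive cells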
NTR1 agonist cell count 20 µM: further read-out of NTR1 agonist, marked with its call; cell count; measured here: cell count, cytotoxicity flag
Myeloid diff 2 GFP+ MAC1+ %: also measured in Myeloid diff 2; calls as there; GFP+ MAC1+ double positive, %; measured here: differentiation confirmed by MAC1 staining
Active calls of the source: *; i = inactive; ? = inconclusive; nt = not tested or not shown; + = active, no number; [ ] = remark or other dose. This is a random part of the collection; 2.3% or so of the library scored in one or more.

Below each SMILES: RSV CPE inhibition, Myeloid diff 2, Myeloid diff 2 GFP+ MAC1+ %, PhoP inhibition, NTR1 agonist, NTR1 agonist cell count 20 µM, MgcRacGAP inhibition, SV40 large T antigen, TNAP activation fold, K1F lysis inhibition, T cell HTS, T cell HTS vesicle-bound %
Cc1c(C(=O)OC(C)C)[nH]c2c1C(=O)CC(C)(C)C2
  2.0%, +, 18*, -8%, 1.1, 54, 3%, 4%, 1.1, -0.3%, i, 45
COc1ccc(CCNC(=O)CSc2nnc(-c3ccccc3)c3ccccc23)cc1OC
  ?, i, 1.5, 1%, 1.3, 52, -2%, 4%, 1.1, 2.4%, i, 51
O=C(NCCN1CCN(Cc2ccc([N+](=O)[O-])cc2)CC1)C(=O)Nc1ccccc1
  2.0%, i, 10, 6%, -0.2, 40, -3%, 0%, 1, 1.8%, i, 48
NNc1nc2c(Cl)ccc(Cl)c2s1
  6.4%, i, 0.4, 6%, 0.2, 78, 19%, 20%, 1, 0.7%[50 µM], i, 3
Cn1c(=O)c2c(nc(CN3CCN(C(=O)c4ccco4)CC3)n2CCCO)n(C)c1=O
  0.9%, i, 1.3, -8%, -0.3, 77, 8%, 6%, nt, 0.3%, i, 33
CCN(CC)S(=O)(=O)c1ccc(NC(=O)CCNC(=O)c2ccccc2)cc1
  1.9%, i, 0.6, 8%, nt, nt, 8%, 1%, nt, 2.8%[50 µM], i, 37
CCOc1cc(C(C#N)N2CCCCC2)ccc1OC (centres undefined)
  nt, i, 0.7, -5%, -1.8, 35, 5%, 13%, 0.9, 3.2%, i, 36
COc1ccc(OC)c(NC(=O)CCc2nnc3ccc(NCc4ccco4)nn23)c1
  0.5%, i, 0.9, -4%, 0.4, 62, -3%, 9%, nt, 0.0%, i, 62
COC(=O)c1ccc(Cn2cnc3c(cnn3-c3ccc(F)cc3)c2=O)o1
  -0.1%, i, 1.1, 3%, -1.5, 43, 10%, 3%, 1.2, -0.5%, i, 50
N#Cc1ccc(Cn2c(=O)c(C#N)c3n(c2=O)CCC3)cc1
  0.1%, i, 0.5, 7%, -1.6, 76, 3%, 3%, 1.1, 0.7%, i, 31
COc1ccc(OCC(=O)N2CCN(C(=O)c3cccs3)CC2)cc1
  2.5%, i, 0.7, 2%, 3.9, 98, 4%, 5%, 1.1, 2.7%, i, 41
COc1cc(CN2CCN(c3ccc(C)cc3)CC2)cc([N+](=O)[O-])c1O
  -0.9%, nt, nt, 10%, -0.5, 77, nt, 14%, 0.9, nt, i, 4
CC1CCN(C(=O)c2ccccc2NC(=O)c2cccc(S(=O)(=O)N3CCOCC3)c2)CC1
  nt, i, 0.9, ?, nt, nt, 15%, 2%, 1.1, 1.1%, nt, nt
Cc1ccc(C)c(S(=O)(=O)N2CCN(CC(=O)Nc3sccc3C#N)CC2)c1
  14%, i, 0.4, 5%, 2.1, 43, -8%, 2%, 1, -4.7%, i, 50
CS(=O)(=O)NCc1nnc(SCc2ccc(C(F)(F)F)cc2)o1
  -0.3%, i, 0.4, -1%, -1.1, 66, 0%, 7%, nt, 1.9%, i, 30
N=C1C(c2nc3ccccc3s2)=C(O)CN1NC(=O)c1ccco1
  -1.0%, i, 0.4, -8%, -1.5, 52, 3%, 9%, nt, 0.3%[50 µM], i, 28
CC(NC(=O)CCc1nnc(Cc2cccc(C(F)(F)F)c2)o1)C1CC1 (centres undefined)
  -0.6%, i, 0.8, nt, 0.7, 65, -13%, nt, 1.1, -0.1%, i, 26
COC(=O)C(NC(C)=O)(Nc1nc(C)cs1)C(F)(F)F (centres undefined)
  1.3%, i, 1.2, 2%, -0.9, 86, 4%, 8%, 1.1, 0.2%, i, 46
COc1cc([N+](=O)[O-])ccc1NC(=S)NNC(=O)c1ccc2c(c1)OCO2
  6.8%, i, 0.5, 5%, 0.8, 47, 8%, 18%, nt, -0.1%, i, 64
O=C(CSc1nnc(NC(=O)c2c(F)cccc2F)s1)NCc1ccccc1
  3.1%, i, 1.0, 7%, 1.7, 58, 4%, 10%, nt, 0.0%, i, 29
O=C(Nc1cccnc1)c1ccc([N+](=O)[O-])s1
  0.5%, i, 0.0, nt, -0.7, 66, 2%, nt, nt, 3.3%[50 µM], i, 39
C=CCNC(=O)C1CCN(c2cnccn2)CC1
  3.1%, i, 0.8, -1%, 2.3, 43, 1%, 8%, 0.9, 0.8%, i, 30
O=C1NC(=O)C2C1C(c1cccs1)NN2Cc1ccccc1 (centres undefined)
  0.9%, i, 0.2, -3%, 0.4, 59, 7%, 10%, 1.1, -0.1%, i, 54
CN(C)c1ccnc(-n2cccc2/C=N/OCc2ccccc2)c1C#N
  1.6%, i, 0.4, 42%, -0.6, 41, 7%, 1%, 1.1, 0.1%, i, 56
O=C(NNc1nc2ccccc2nc1C(F)(F)F)c1ccccc1
  0.1%, i, 0.5, 2%, -0.2, 37, 5%, 25%, 0.9, 0.1%, i, 33
CCN(CC1CCCO1)C(=O)C1CCN(C2CCN(Cc3ccccc3C)CC2)CC1 (centres undefined)
  0.3%, ?, nt, 5%, 0.1, 65, -4%, 0%, nt, 0.6%[50 µM], i, 65
O=C(NCc1cccnc1)C(=O)N/N=C/c1ccccc1[N+](=O)[O-]
  -0.3%, i, 0.5, 2%, 1.0, 36, 10%, 7%, 1.1, -0.5%, i, 31
CCOc1ccc(N(C(C)C(=O)N2CCCC2)S(C)(=O)=O)cc1 (centres undefined)
  1.1%, i, 1.0, -3%, 1.2, 59, 11%, 8%, nt, -0.4%, i, 54
C=CCn1c(SCC(=O)Nc2ncc(Cc3ccc(C)c(Cl)c3)s2)nnc1-c1ccncc1
  3.3%, i, 1.7, -12%, 4.8, 41, -1%, 6%, 1, -0.2%[50 µM], i, 42
COc1cc2sc(-c3ccc(S(C)(=O)=O)cc3)c(-c3ccc4c(c3)OCO4)c2cc1OC
  nt, i, 1.2, nt, 4.7, 68, 8%, nt, nt, 0.9%, i, 16

Two compounds drawn at random from those above, as already listed:
Below each SMILES: RSV CPE inhibition, Myeloid diff 2, Myeloid diff 2 GFP+ MAC1+ %, PhoP inhibition, NTR1 agonist, NTR1 agonist cell count 20 µM, MgcRacGAP inhibition, SV40 large T antigen, TNAP activation fold, K1F lysis inhibition, T cell HTS, T cell HTS vesicle-bound %
CCOc1ccc(N(C(C)C(=O)N2CCCC2)S(C)(=O)=O)cc1 (centres undefined)
  1.1%, i, 1.0, -3%, 1.2, 59, 11%, 8%, nt, -0.4%, i, 54
CCN(CC1CCCO1)C(=O)C1CCN(C2CCN(Cc3ccccc3C)CC2)CC1 (centres undefined)
  0.3%, ?, nt, 5%, 0.1, 65, -4%, 0%, nt, 0.6%[50 µM], i, 65

(list continues)
Below each SMILES: RSV CPE inhibition, Myeloid diff 2, Myeloid diff 2 GFP+ MAC1+ %, PhoP inhibition, NTR1 agonist, NTR1 agonist cell count 20 µM, MgcRacGAP inhibition, SV40 large T antigen, TNAP activation fold, K1F lysis inhibition, T cell HTS, T cell HTS vesicle-bound %
Cc1ccc(C(C)C)c(OCCCCN2CCNCC2)c1
  -0.6%, i, 1.7, 0%, -0.6, 66, 88µM*, 8%, nt, 0.4%, i, 69
Cc1cc(Nc2ccccc2)n(-c2nc3ccccc3[nH]2)n1
  2.6%, i, 0.8, -11%, 13, 40, 13%, 6%, 1.1, 0.6%, i, 39
COc1ccc(Nc2oc(-c3ccccc3Cl)nc2C#N)cc1
  -0.2%, i, 2.4, 5%, -0.3, 55, -1%, 5%, 1.2, 0.2%, i, 25
Cc1cc2oc(=O)cc(CN3CCC(C)CC3)c2c(C)c1Cl
  1.2%, i, 0.4, -4%, 1.2, 64, 2%, 3%, 1, 1.0%, i, 15
C/C(=N\NC(=O)CCc1c[nH]c2ccccc12)c1cccc([N+](=O)[O-])c1
  16%, i, 0.6, -9%, 5.1, 82, 8%, 4%, 1, 0.3%, i, 42
Cc1ccc(C2=NCCn3c2c2ccc(C(F)(F)F)cc2[n+]3[O-])cc1
  0.9%, i, 2.0, nt, 0.0, 49, 6%, 14%, nt, 2.1%, i, 16
CCN(CC)CCNC(=O)c1cc(S(C)(=O)=O)ccc1OC
  nt, i, 2.0, -2%, -0.1, 65, -1%, -3%, 1.1, 1.4%, i, 10
Cc1cnc(C(=O)Nc2ccc(C)c(S(=O)(=O)N(C)C)c2)cn1
  -0.1%, i, 1.2, 0%, 3.0, 60, 5%, 10%, 1.2, 1.3%[50 µM], i, 65
Cc1ccc(NC(=O)CSCC(=O)Nc2cc(C(F)(F)F)ccc2N2CCOCC2)cc1
  -0.1%, i, 0.9, 5%, 3.9, 47, 0%, 10%, nt, -0.9%[50 µM], i, 28
CC(=O)c1ccccc1NS(=O)(=O)c1cccc2nsnc12
  0.1%, i, 1.0, -4%, -0.3, 68, 9%, 7%, nt, 0.1%, i, 35
COc1ccc([C@H]2CC(=O)C=C(c3ccc(C)cc3)C2)cc1
  0.7%, i, 1.1, nt, 3.1, 62, 7%, nt, nt, 1.2%, i, 35
CC(C)NC(=O)NC(=O)COC(=O)c1ccc(OC(F)(F)F)cc1
  1.4%, i, 0.7, 11%, 1.2, 58, 4%, -3%, 1, 3.5%, i, 15
CN(C)c1ccc(CN2CCCCC2)cc1
  1.5%, i, 2.3, -6%, 1.1, 53, -3%, 7%, 1, 0.1%, i, 29
Cc1ccc(S(=O)(=O)N(C)C)cc1NC(=O)C1CCN(C(=O)Nc2ccccc2)CC1
  nt, i, 0.9, nt, 2.5, 53, 3%, nt, nt, 0.9%[50 µM], nt, nt
CCOC(=O)c1c(NC(=O)COC(=O)/C=C/c2ccccc2)sc(C(=O)NC)c1C
  1.3%, i, 1.1, nt, 3.1, 51, 7%, nt, nt, 0.5%[50 µM], i, 16
CN(CC(=O)NCCc1ccccc1)Cc1ccco1
  -0.3%, i, 1.6, 9%, -1.2, 45, 7%, -13%, nt, -0.2%, i, 14

Source: PubChem BioAssay
